# Screening data deposited in PubChem by Broad Institute.
# NFkB SMM = NF-kappa-B p105 (human) binding; P19838; calls only; Small molecule microarray, anti-His fluorescence binding; 17,000 tested, 1.3% active;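 active = spot fluorescence over background significantly raised, with a chance value under 7% in all four replicate spots of the compound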;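 note: probe protein is his-tagged human p50 processed subunit at 1 µg/ml; raw spot fluorescence signals with no normalization applied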
# Target sequence (P19838 1-433 limits assumed): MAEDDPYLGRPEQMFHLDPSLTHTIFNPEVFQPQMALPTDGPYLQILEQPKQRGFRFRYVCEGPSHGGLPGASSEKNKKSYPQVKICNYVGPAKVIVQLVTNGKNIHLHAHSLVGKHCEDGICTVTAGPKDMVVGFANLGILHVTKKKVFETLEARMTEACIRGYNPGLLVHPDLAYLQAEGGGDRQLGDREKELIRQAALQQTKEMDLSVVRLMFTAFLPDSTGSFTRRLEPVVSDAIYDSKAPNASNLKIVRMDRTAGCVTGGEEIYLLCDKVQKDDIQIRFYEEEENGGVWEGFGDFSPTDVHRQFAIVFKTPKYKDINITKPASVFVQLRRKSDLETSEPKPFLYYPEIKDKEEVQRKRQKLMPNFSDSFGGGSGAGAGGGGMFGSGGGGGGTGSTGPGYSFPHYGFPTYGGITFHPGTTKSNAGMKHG
# Calls only; i = inactive; + = active, no number. An excerpt, so the mix of outcomes need not match the whole.
no. | molecule | NFkB SMM
1 | Cc1ccc(-c2nc3ccccc3s2)cc1NC(=O)COc1ccccc1 | i
2 | O=C(NC(=S)Nc1ccc(S(=O)(=O)Nc2nccs2)cc1)c1ccc(Br)o1 | i
3 | C[C@@H]1CN([C@@H](C)CO)C(=O)c2cccc(NC(=O)C3CCCCC3)c2O[C@@H]1CN(C)S(=O)(=O)c1ccc(F)cc1 | i
4 | COc1cccc(NC(=O)CSc2nc(N)c(-c3ccccc3)c(=O)[nH]2)c1 | i
5 | C[C@@H]1CN([C@@H](C)CO)C(=O)c2cc(NC(=O)Cc3cn(C)c4ccccc34)ccc2O[C@H]1CN(C)C(=O)Nc1ccc(F)cc1 | i
6 | Cc1ccc(N(C(C)C(=O)Nc2ccc(Oc3ccccc3)cc2)S(C)(=O)=O)cc1 (configuration not stated) | i
7 | C[C@@H]1CCCCO[C@@H](CN(C)S(=O)(=O)c2ccccc2)[C@H](C)CN([C@@H](C)CO)C(=O)c2cc(NC(=O)CCCN(C)C)ccc2O1 | i
8 | COC(/C=C/C(OC(C)=O)C(C)OC(C)=O)C(O)C1CC=CC(=O)O1 (configuration not stated) | i
9 | C[C@@H]1CCCCO[C@H](CN(C)C(=O)c2ccncc2)[C@@H](C)CN([C@@H](C)CO)C(=O)c2cc(N(C)C)ccc2O1 | i
10 | CC(=O)CCCC1Cc2cccc(O)c2C(=O)O1 (configuration not stated) | i
11 | C[C@H]1CCCCO[C@@H](CN(C)Cc2ccncc2)[C@@H](C)CN([C@@H](C)CO)C(=O)c2cc(NC(=O)Cc3ccccc3)ccc2O1 | i
12 | CNC[C@H]1Oc2c(NS(=O)(=O)c3cccs3)cccc2C(=O)N([C@@H](C)CO)C[C@H]1C | i
13 | C[C@@H]1CN([C@@H](C)CO)C(=O)c2cc(NC(=O)c3ccncc3)ccc2O[C@H]1CN(C)C(=O)NC1CCCCC1 | i
14 | COc1ccc(OCC(=O)Nc2ccccc2OC(F)F)cc1 | i
15 | C[C@@H]1CCCCO[C@@H](CN(C)C(=O)Nc2ccccc2)[C@@H](C)CN([C@H](C)CO)C(=O)c2cc(NC(=O)Nc3ccc(F)cc3)ccc2O1 | i
16 | C[C@H](CO)N1C[C@H](C)[C@@H](CN(C)Cc2ccccc2)OCCCC[C@H](C)Oc2ccc(NC(=O)c3ccccc3)cc2C1=O | i
17 | COc1ccccc1NC(=O)Cn1c(=O)oc2ccccc21 | i
18 | COc1ccc(CN(C)C[C@@H]2Oc3ccc(NC(=O)C4CC4)cc3CC(=O)N([C@@H](C)CO)C[C@H]2C)cc1 | i
19 | Cc1noc(C)c1NC(=O)N(C)C[C@@H]1Oc2ccc(NC(=O)NC3CCCCC3)cc2C(=O)N([C@@H](C)CO)C[C@@H]1C | i
20 | C[C@H](CO)N1C[C@H](C)[C@H](CN(C)Cc2ccncc2)Oc2c(NC(=O)Nc3ccc(C(F)(F)F)cc3)cccc2C1=O | i
21 | C[C@@H]1CN([C@@H](C)CO)C(=O)c2cccc(NC(=O)C3CC3)c2O[C@H]1CN(C)C | i
22 | C[C@H]1CN([C@@H](C)CO)C(=O)c2cccc(NS(=O)(=O)c3ccc(Cl)cc3)c2O[C@@H]1CN(C)C(=O)Nc1ccc(C(F)(F)F)cc1 | i
23 | C[C@H](CO)N1C[C@H](C)[C@H](CN(C)C(=O)Nc2ccc(F)cc2)Oc2ncc(-c3ccc(F)cc3)cc2C1=O | i
24 | Cc1cc(N(CC(N)=O)S(C)(=O)=O)ccc1Br | i
25 | C[C@@H]1CN([C@H](C)CO)C(=O)Cc2cc(NS(=O)(=O)c3ccccc3)ccc2O[C@@H]1CN(C)C(=O)Nc1cccc2ccccc12 | i
26 | C[C@@H]1CN([C@@H](C)CO)C(=O)c2cccc(N(C)C)c2O[C@H]1CN(C)C(=O)Nc1cccc2ccccc12 | i
27 | Cc1ccc(-c2nc(SC(CC(=O)O)c3ccccc3)n[nH]2)cc1 (configuration not stated) | i
28 | C[C@H](CO)N1C[C@H](C)[C@H](CN(C)S(=O)(=O)c2cn(C)cn2)Oc2ncc(/C=C/c3ccccc3)cc2C1=O | i
29 | COc1ccc(C#Cc2ccc3c(c2)[C@]2(C(=O)N3)[C@H](C(=O)N3CCCCCCC3)[C@H]3C(=O)O[C@H](c4ccccc4)[C@H](c4ccccc4)N3[C@@H]2c2ccc(O)cc2)cc1 | i
30 | COc1ccc(CN(C)C[C@@H]2Oc3ccc(NC(=O)Nc4c(C)noc4C)cc3C(=O)N([C@@H](C)CO)C[C@H]2C)cc1 | i

# Rewritten with each value named: part of the list above.
4. COc1cccc(NC(=O)CSc2nc(N)c(-c3ccccc3)c(=O)[nH]2)c1
  NFkB SMM: i

5. C[C@@H]1CN([C@@H](C)CO)C(=O)c2cc(NC(=O)Cc3cn(C)c4ccccc34)ccc2O[C@H]1CN(C)C(=O)Nc1ccc(F)cc1
  NFkB SMM: i

# Shown with each value named: four of the compounds above
[18] COc1ccc(CN(C)C[C@@H]2Oc3ccc(NC(=O)C4CC4)cc3CC(=O)N([C@@H](C)CO)C[C@H]2C)cc1
  NFkB SMM: i
[19] Cc1noc(C)c1NC(=O)N(C)C[C@@H]1Oc2ccc(NC(=O)NC3CCCCC3)cc2C(=O)N([C@@H](C)CO)C[C@@H]1C
  NFkB SMM: i
[20] C[C@H](CO)N1C[C@H](C)[C@H](CN(C)Cc2ccncc2)Oc2c(NC(=O)Nc3ccc(C(F)(F)F)cc3)cccc2C1=O
  NFkB SMM: i
[21] C[C@@H]1CN([C@@H](C)CO)C(=O)c2cccc(NC(=O)C3CC3)c2O[C@H]1CN(C)C
  NFkB SMM: i

# Additional entries.
no. | molecule | NFkB SMM
31 | O=C1NC(=S)N(S(=O)(=O)c2cccc3cccnc23)C1Cc1ccccc1 (configuration not stated) | i
32 | C[C@@H]1CCCCO[C@H](CN(C)C(=O)Nc2cccc3ccccc23)[C@@H](C)CN([C@H](C)CO)C(=O)c2cc(N(C)C)ccc2O1 | i
33 | C[C@H]1CN([C@@H](C)CO)C(=O)c2cccc(NS(C)(=O)=O)c2O[C@@H]1CN(C)Cc1ccc(Cl)c(Cl)c1 | i
34 | COc1cc(C(C)=O)ccc1OCC(O)Cn1nc(C)cc1C (configuration not stated) | i
35 | COc1cc(C(=O)OC[C@@]2(O)CO[C@H](OC3C(CO)OC(Oc4cc(OC)c(OC)c(OC)c4)C(O)C3O)[C@@H]2O)cc(OC)c1O (some centres not stated) | i
36 | C[C@H](CO)N1C[C@H](C)[C@@H](CN(C)S(=O)(=O)c2ccccc2)OCCCC[C@H](C)Oc2ccc(NC(=O)Nc3ccccc3)cc2C1=O | i
37 | C[C@@H]1CN([C@@H](C)CO)C(=O)c2cc(NC(=O)C3CCCCC3)ccc2O[C@@H](C)CCCCO[C@H]1CN(C)C | i
38 | Cc1noc(C)c1NC(=O)Nc1cccc2c1O[C@H](CN(C)C(=O)Nc1c(C)noc1C)[C@H](C)CN([C@H](C)CO)C2=O | i
39 | C[C@@H]1CCCCO[C@@H](CN(C)C(=O)CCC(F)(F)F)[C@H](C)CN([C@H](C)CO)C(=O)c2cc(NS(=O)(=O)c3ccccc3)ccc2O1 | i
40 | CCOC(=O)Nc1ccc(OCc2nnc3c4ccccc4c(C)nn23)cc1 | i
41 | COc1ccc(Cl)c(Cn2c(NC3CCCCC3)nc3c2c(=O)n(C)c(=O)n3C)c1 | i
42 | C[C@H]1CN([C@@H](C)CO)C(=O)Cc2cc(NS(=O)(=O)c3cccs3)ccc2O[C@H]1CN(C)CC1CC1 | i
43 | C[C@@H]1CN([C@@H](C)CO)C(=O)CCCn2cc(nn2)CO[C@H]1CN(C)Cc1ccc2c(c1)OCO2 | i
44 | C[C@@H]1CN([C@H](C)CO)C(=O)Cc2cc(N(C)C)ccc2O[C@@H]1CN(C)S(=O)(=O)c1ccccc1 | i
45 | Cc1noc(C)c1S(=O)(=O)Nc1ccc2c(c1)C(=O)N([C@@H](C)CO)C[C@@H](C)[C@H](CN(C)C(=O)CCC(F)(F)F)OCCCC[C@H](C)O2 | i
46 | COC(=O)c1ccccc1S(=O)(=O)NC(=O)c1ccccc1 | i
47 | C[C@@H]1CCCCO[C@H](CN(C)Cc2ccccc2)[C@@H](C)CN([C@@H](C)CO)C(=O)c2cc(NC(=O)CCC(F)(F)F)ccc2O1 | i
48 | N#Cc1c(NC(=O)CSc2nnc(N)s2)sc2c1CCCC2 | i
49 | C[C@@H]1CCCCO[C@@H](CN(C)C(=O)Nc2ccccc2)[C@H](C)CN([C@H](C)CO)C(=O)c2cc(NC(=O)C3CCCCC3)ccc2O1 | i
50 | COc1c(O[C@@H]2O[C@H](CO[C@H]3OC[C@](O)(CO)[C@H]3O)[C@@H](O)[C@H](O)[C@H]2O)cc2occ(-c3ccc(O)cc3)c(=O)c2c1O | i
51 | COc1ccc([C@@H]2C=C(C(=O)O)O[C@H](OCc3ccc(CO)cc3)C2)cc1 | i
52 | C[C@H]1CCCCO[C@H](CN(C)C(=O)Nc2cccc3ccccc23)[C@@H](C)CN([C@@H](C)CO)C(=O)c2cc(NC(=O)c3ccncc3)ccc2O1 | i
53 | CC(=O)NCCCC[C@@H]1NC(=O)[C@@H]2C[C@H](C(=O)NCc3ccc(F)cc3)[C@H](c3cccc(OCCO)c3)N2C1=O | i
54 | C[C@@H]1CN([C@H](C)CO)C(=O)c2cc(NC(=O)CCCN(C)C)ccc2O[C@@H](C)CCCCO[C@H]1CN(C)C(=O)Nc1ccccc1 | i
55 | C[C@H](CO)N1C[C@H](C)[C@H](CN(C)Cc2ccc(C(=O)O)cc2)Oc2ccc(NC(=O)Cc3cn(C)c4ccccc34)cc2CC1=O | i
56 | C[C@@H]1CCCCO[C@H](CN(C)C(=O)c2ccccc2)[C@@H](C)CN([C@@H](C)CO)C(=O)c2cc(NC(=O)Nc3ccc(F)cc3)ccc2O1 | i
57 | CCO[C@@H]1OC(C(N)=O)=C[C@H](c2ccc3c(c2)OCO3)[C@H]1CCCO | i
58 | O=S(=O)(NCCOc1ccccc1)c1cccc2cccc(Cl)c12 | i
59 | C[C@@H]1CN([C@H](C)CO)C(=O)Cc2cc(NC(=O)Nc3ccc(F)cc3)ccc2O[C@@H]1CN(C)S(=O)(=O)c1cccs1 | i
60 | CC(NCC(O)CP(=O)(O)CC1CCCCC1)c1ccc(Cl)c(Cl)c1 (configuration not stated) | i

# Next compounds follow.
no. | molecule | NFkB SMM
61 | COc1ccc(NC(=O)N(C)C[C@H]2Oc3c(NC(=O)NC4CCCCC4)cccc3C(=O)N([C@H](C)CO)C[C@H]2C)cc1 | i
62 | C[C@@H]1CN([C@@H](C)CO)C(=O)c2cc(NS(=O)(=O)c3cn(C)cn3)ccc2O[C@@H](C)CCCCO[C@@H]1CN(C)C | i
63 | O=C1O[C@H](c2ccccc2)[C@H](c2ccccc2)N2[C@H]1[C@@H](C(=O)N1CCCCCCC1)[C@]1(C(=O)Nc3ccccc31)[C@H]2c1ccc(OCCO)cc1 | +
64 | O=C(CSc1nnc(-c2ccco2)n1-c1cccc2ccccc12)Nc1ccc(C(=O)O)cc1 | i
65 | C[C@@H]1CN([C@@H](C)CO)C(=O)c2cc(NC(=O)Cc3cn(C)c4ccccc34)ccc2O[C@H]1CN(C)C(=O)NC1CCCCC1 | i
66 | C[C@@H]1CN([C@@H](C)CO)C(=O)c2cc(NC(=O)c3ccncc3)ccc2O[C@@H](C)CCCCO[C@@H]1CN(C)Cc1ccccc1 | i
67 | COc1ccc(S(=O)(=O)N(C)C[C@@H]2Oc3ccc(NS(=O)(=O)c4cn(C)cn4)cc3CC(=O)N([C@@H](C)CO)C[C@H]2C)cc1 | i
68 | C[C@H]1CN([C@@H](C)CO)C(=O)c2cccc(NC(=O)Nc3cccc4ccccc34)c2O[C@H]1CN(C)C(=O)Nc1cccc2ccccc12 | i
69 | C[C@@H]1CN([C@@H](C)CO)C(=O)c2cccc(NC(=O)Nc3ccc4c(c3)OCO4)c2O[C@H]1CN(C)C(=O)NC1CCCCC1 | i
70 | C[C@@H]1CN([C@@H](C)CO)C(=O)c2cc(NC(=O)Cc3ccccc3)ccc2O[C@H]1CN(C)CC1CC1 | i
71 | CNC[C@H]1Oc2ccc(NC(=O)C3CC3)cc2C(=O)N([C@H](C)CO)C[C@@H]1C | i
72 | C[C@@H]1CN([C@H](C)CO)C(=O)c2cc(NC(=O)CCC(F)(F)F)ccc2O[C@H]1CN(C)C(=O)Nc1ccccc1 | i
73 | Cc1cc(=O)[nH]c(SCC(=O)N2CCCCC2)n1 | i
74 | Cc1ccc(S(=O)(=O)Nc2ccc3c(c2)C(=O)N([C@@H](C)CO)C[C@H](C)[C@H](CN(C)Cc2ccc(Oc4ccccc4)cc2)O3)cc1 | i
75 | COc1ccc(CN(C)C[C@@H]2Oc3ccc(NC(=O)C4CC4)cc3C(=O)N([C@H](C)CO)C[C@H]2C)cc1 | i
76 | C[C@H]1CN([C@@H](C)CO)C(=O)c2cc(NS(=O)(=O)c3cn(C)cn3)ccc2O[C@@H]1CN(C)S(=O)(=O)c1cn(C)cn1 | i
77 | Cc1noc(C)c1NC(=O)N(C)C[C@@H]1Oc2ccc(NC(=O)Cc3ccccc3)cc2C(=O)N([C@@H](C)CO)C[C@@H]1C | i
78 | C[C@@H]1CN([C@H](C)CO)C(=O)c2cc(NC(=O)Nc3ccc(F)cc3)ccc2O[C@@H]1CN(C)S(=O)(=O)c1cn(C)cn1 | i
79 | C[C@H]1CCCCO[C@H](CN(C)Cc2ccc(Cl)c(Cl)c2)[C@@H](C)CN([C@@H](C)CO)C(=O)c2cc(N(C)C)ccc2O1 | i
80 | COc1ccc([Si](C)(C)[C@@H]2[C@@H](CCn3cc([C@H](O)c4ccccc4)nn3)O[C@]3(C(=O)N(c4ccccc4)c4ccccc43)[C@H]2C)cc1 | i
81 | COc1ccccc1NC(=O)c1ccc(OCC(=O)Nc2ccccc2F)cc1 | i
82 | Cc1noc(C)c1NC(=O)N(C)C[C@@H]1Oc2c(NC(=O)c3nc4ccccc4s3)cccc2C(=O)N([C@@H](C)CO)C[C@@H]1C | i
83 | C[C@H](CO)N1C[C@H](C)[C@@H](CN(C)C(=O)Nc2ccc3c(c2)OCO3)Oc2ccc(NS(=O)(=O)c3cn(C)cn3)cc2C1=O | i
84 | CC(C)NC(=O)N(C)C[C@H]1OCCCC[C@@H](C)Oc2ccc(N(C)C)cc2C(=O)N([C@@H](C)CO)C[C@@H]1C | i
85 | CC(C)NC(=O)N(C)C[C@@H]1OCCCC[C@H](C)Oc2ccc(NC(=O)CCCN(C)C)cc2C(=O)N([C@@H](C)CO)C[C@H]1C | i
